# RAD54 branch: inhibitors of human RAD54 branch migration; actives 0.14% (n = 360,000); RAD54 Holliday junction branch migration, FAM/BHQ fluorescence; Q92698; inhibition, % at 10.4 µM;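 active = mean normalized replicate activity at least 40 and at least half of replicates scoring 40 or more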;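 also: 0% = median of neutral control wells and 100% = median of positive control wells; inhibitors cause a drop in the FAM fluorescence signal; in these data hits start at about 50%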
# ERAP1 HTS inh: ERAP1 (human) enzyme inhibition; inhibition, % at 10.7 µM; recombinant ERAP1, Leu-AMC fluorescence, 60 min; actives 0.15% (n = 340,000);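 active = mean replicate inhibition of at least 30%, or all replicates individually reaching that 30% level; inactive = mean below 30% and not every replicate reaching it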;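 also: 0% = neutral control wells and 100% = L-leucinethiol positive control wells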
# Target sequence (Q9NZ08 whole entry, looked up): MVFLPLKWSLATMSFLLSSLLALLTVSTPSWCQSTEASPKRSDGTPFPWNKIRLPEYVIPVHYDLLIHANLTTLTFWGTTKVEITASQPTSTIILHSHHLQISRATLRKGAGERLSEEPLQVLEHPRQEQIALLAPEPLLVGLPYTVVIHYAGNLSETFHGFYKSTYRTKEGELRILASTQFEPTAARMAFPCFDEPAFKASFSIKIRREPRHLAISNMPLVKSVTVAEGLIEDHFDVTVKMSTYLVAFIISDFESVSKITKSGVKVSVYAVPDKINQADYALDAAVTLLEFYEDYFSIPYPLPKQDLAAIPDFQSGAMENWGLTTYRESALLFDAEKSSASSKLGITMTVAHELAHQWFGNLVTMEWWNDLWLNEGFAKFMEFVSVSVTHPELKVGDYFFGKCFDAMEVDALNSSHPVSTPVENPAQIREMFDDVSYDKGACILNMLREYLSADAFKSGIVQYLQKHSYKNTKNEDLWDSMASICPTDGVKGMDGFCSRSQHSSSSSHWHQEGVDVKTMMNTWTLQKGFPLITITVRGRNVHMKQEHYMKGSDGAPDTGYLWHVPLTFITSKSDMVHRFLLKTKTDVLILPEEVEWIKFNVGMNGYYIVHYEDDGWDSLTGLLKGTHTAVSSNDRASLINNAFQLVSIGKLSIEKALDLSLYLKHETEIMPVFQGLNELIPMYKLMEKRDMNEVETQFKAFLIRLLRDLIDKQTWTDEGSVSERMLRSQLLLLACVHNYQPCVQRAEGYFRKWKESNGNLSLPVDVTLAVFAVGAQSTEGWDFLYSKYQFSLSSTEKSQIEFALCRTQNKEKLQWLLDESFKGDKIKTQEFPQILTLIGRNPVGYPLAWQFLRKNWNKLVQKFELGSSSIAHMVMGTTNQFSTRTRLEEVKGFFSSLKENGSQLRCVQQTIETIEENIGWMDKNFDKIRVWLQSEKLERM
# GSIS activator: GLuc luminescence reporter in INS-1E cells, primary screen for activators of glucose-dependent secretion of insulin | INS-1E GLuc reporter insulin secretion, 2-3 h | activation, % at 16.6 µM | actives 0.61% (n = 370,000) | AID 743287;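 active = lowest replicate activation of at least 40%, so every replicate reaches that level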;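 also: 0% = median of neutral control wells and 100% = median of IBMX positive control wells; some compounds called inactive have numbers as strong as hits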
# F508del corr: CFTR F508del correction in bronchial cells; AID 720511; CFBE cells, YFP halide quenching; stimulated with forskolin plus potentiator P3; % fluorescence drop versus neutral controls; activity (quench increase), % at 7.58 µM; actives 0.36% (n = 350,000);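 active = mean added fluorescence quench of at least 8% versus neutral control, with both replicates also reaching 8%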;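 also: cells transiently co-express mutant CFTR-F508del with the halide-sensitive YFP; corrector assay measuring rescue of mutant channel to the surface after 24 h compound exposure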
# esBAF inh: blocks esBAF chromatin remodeling in mouse ES cells. Bmi1-luciferase knock-in reporter, 24 h; 100% = twice the neutral-well signal. reporter increase, % at 12.5 µM. actives 2% (n = 350,000). AID 602393; in the data active = activation above about 40%;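 also: 0% = median of the plate's neutral control wells and 100% = double that signal; a rise in the Bmi1 reporter signal indicates esBAF inhibition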
# ARNT-TACC3 inh: disrupts binding between human ARNT and TACC3. Q9Y6A5. AlphaScreen His-ARNT PAS-B/GST-TACC3 binding, luminescence; TACC3 fragment carries E629A point mutation. inhibition, % at 9.99 µM. actives 0.66% (n = 390,000);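 active = mean inhibition of replicates at least 50% and at least half of replicates each reaching 50%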;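 also: 0% = complete ARNT plus TACC3 wells and 100% = ARNT alone without TACC3; many hits fall short of the cut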
# XiGFP reactiv: reactivates the inactive X chromosome in mouse fibroblasts. XiGFP mouse fibroblasts, % GFP-positive cells imaging, 3 d; cells co-treated with 5-aza-dC sensitizer; scaled so ellipticine positive control = 100%. activation, % at 7.58 µM. actives 0.055% (n = 360,000);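 active = mean normalized replicate activation at least 10% and every replicate at or above 10%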;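 also: 0% = median of on-plate neutral control wells and 100% = ellipticine 6 µM median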
#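 System: 68-5-11 XiGFP fibroblast line | Buffer or medium: DMEM containing 5-aza-dC | Compound: Single point | Times: Compounds 3 days, fix/stain 15 min at room temperature | Benchmarks: Positive control ellipticine, 6 µM final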
# RAD52 anneal inh: blocks human RAD52 DNA annealing. P43351. recombinant RAD52 DNA annealing, FRET fluorescence. inhibition, % at 18.7 µM. actives 0.46% (n = 360,000). AID 651710;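 active = every replicate showing at least 50% inhibition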
# Numbers without * were called inactive; x = not tested or not shown. The order is random; any-hit rate near 3.3%.
# Codes – A = RAD54 branch; B = ERAP1 HTS inh; C = GSIS activator; D = F508del corr; E = esBAF inh; F = ARNT-TACC3 inh; G = XiGFP reactiv; H = RAD52 anneal inh
mol: CCOc1ccc(-c2[nH]ncc2Oc2ccccc2OCC)c(O)c1
  A = 5	B = x	C = -27	D = x	E = -9	F = 6	G = x	H = x

mol: COc1ccccc1-c1ccc2c(c1)O[C@H](CN(C)C)[C@@H](C)CN([C@@H](C)CO)S2(=O)=O
  A = 2	B = -2	C = 16	D = 1.7	E = 3	F = -2	G = -0.9	H = 11

mol: CC(C)NC(=O)Nc1ccc2c(c1)C(=O)N(C)[C@@H]1CC[C@@H](CC(=O)NCc3ccc(F)cc3)O[C@H]1CO2
  A = -2	B = 0	C = 14	D = x	E = -4	F = -1	G = 0.0	H = 8

mol: COc1ccc([Si](C)(C)[C@H]2[C@H](CCn3cc(CCO)nn3)O[C@@]3(C(=O)N(Cc4ccc(N5C(=O)c6cccc7cccc5c67)cc4)c4ccccc43)[C@@H]2C)cc1
  A = -21	B = 2	C = x	D = 0.1	E = x	F = 13	G = x	H = -1

mol: Cc1cccc(-n2c(CNC(=O)Cc3ccccc3)n[nH]c2=S)c1
  A = x	B = 6	C = 3	D = 4.3	E = x	F = 5	G = 0.0	H = -9

mol: C[C@H](CO)N1C[C@H](C)[C@H](CN(C)C(=O)Nc2ccccc2)Oc2ccc(NC(=O)Nc3ccccc3)cc2C1=O
  A = 4	B = 0	C = 2	D = 0.1	E = -3	F = -11	G = -1.2	H = -2

mol: CCOC(=O)C1(CC2CC2)CCN(Cc2cnc(N(C)C)s2)CC1
  A = -8	B = 0	C = -1	D = -0.4	E = -1	F = -5	G = 0.2	H = -9

mol: CC(=O)c1ccc(NCC2COc3ccccc3O2)c([N+](=O)[O-])c1 (stereo unspecified)
  A = 2	B = -5	C = 3	D = -1.5	E = 72*	F = -4	G = 0.1	H = -13

mol: O=C(Nc1cccnc1N1CCOCC1)c1cccs1
  A = 2	B = 2	C = 17	D = 0.0	E = -14	F = -4	G = 0.0	H = -6

mol: CC(C)(C)C(=O)N1CCC2CC1c1cc(-c3ccc4c(c3)OCO4)ccc12 (stereo unspecified)
  A = -5	B = x	C = -24	D = 2.4	E = -8	F = x	G = 0.3	H = -10

mol: COc1ccc2c3c(n(C)c2c1)[C@H](CO)N(S(C)(=O)=O)CC31CN(C(=O)c2ccccn2)C1
  A = x	B = -1	C = 18	D = 0.2	E = x	F = x	G = 0.1	H = 1

mol: COC(=O)C[C@H]1CC[C@H]2[C@H](COc3ccc(NC(=O)Nc4c(C)noc4C)cc3C(=O)N2C)O1
  A = -7	B = 0	C = 7	D = -0.3	E = -5	F = 0	G = 0.0	H = -5

mol: CNC(=S)N/N=C/c1cc(C)ccc1C
  A = x	B = 2	C = 18	D = 0.7	E = x	F = -2	G = -0.2	H = -5

mol: CCOc1ccc(C2C(C(=O)Nc3ccccc3)=C(C)N=c3s/c(=C/c4cccc(OCC(=O)O)c4)c(=O)n32)cc1 (stereo unspecified)
  A = x	B = 4	C = -34	D = -0.1	E = x	F = 16	G = 0.0	H = -38

mol: Nc1cc(N)nc(SCc2cccnc2)n1
  A = 11	B = x	C = 4	D = x	E = 21	F = -3	G = x	H = x

mol: O=C(c1ccc(COc2ccc(Cl)cc2)o1)N1N=C(C(F)F)CC1(O)C(F)F (stereo unspecified)
  A = 5	B = 6	C = x	D = x	E = 7	F = -1	G = -0.1	H = 6

mol: COc1ccccc1C#Cc1ccc([C@@H]2[C@@H](CO)N3CCCCN(S(C)(=O)=O)C[C@@H]23)cc1
  A = -4	B = -1	C = 2	D = 1.0	E = 0	F = -2	G = 0.4	H = -56

mol: COc1ccc(-c2c(C)oc3c(CN4CCCCC4C)c(O)ccc3c2=O)cc1 (stereo unspecified)
  A = 3	B = -2	C = -3	D = -2.0	E = 6	F = -3	G = 0.0	H = -7

mol: COc1ccccc1N1CCN(C(=O)c2cc(-c3ccccc3)on2)CC1
  A = 7	B = -6	C = 4	D = 1.2	E = 10	F = -1	G = 0.4	H = -22

mol: Cn1nc(C(F)(F)F)c2cc(C(=O)Nc3ccc(C(F)(F)F)cc3)sc21
  A = x	B = 6	C = 6	D = -1.6	E = x	F = -3	G = 1.8	H = -3

mol: CCOC(=O)c1cc(C#N)c(N2CCN(C(=O)c3ccccc3)CC2)nc1C(F)(F)F
  A = x	B = 7	C = -6	D = -1.7	E = -8	F = 0	G = 0.5	H = -4

mol: COCCCNC(=O)C(=O)NCC(c1ccco1)N1CCN(c2ccc(OC)cc2)CC1 (stereo unspecified)
  A = -19	B = 1	C = 50*	D = 0.3	E = -2	F = x	G = 0.1	H = -2

mol: CCOC(=O)/C(C#N)=N/Nc1c(C)n(C)n(-c2ccccc2)c1=O
  A = -3	B = 0	C = -11	D = 1.7	E = x	F = x	G = 0.0	H = -10

mol: COc1cccc2sc(N3CCN(C(=O)c4ccco4)CC3)nc12
  A = -4	B = -2	C = 9	D = 3.2	E = 20	F = -4	G = -0.1	H = -6

mol: N#C[C@H]1[C@H](c2ccccc2-c2ccccc2F)[C@@H](CO)N1C(=O)c1cccc(F)c1
  A = x	B = 1	C = -3	D = -0.5	E = x	F = x	G = 0.0	H = 1

# Just F508del corr (two entries from above):
SMILES	F508del corr
COc1ccc(-c2c(C)oc3c(CN4CCCCC4C)c(O)ccc3c2=O)cc1 (stereo unspecified)	-2.0
COc1ccccc1-c1ccc2c(c1)O[C@H](CN(C)C)[C@@H](C)CN([C@@H](C)CO)S2(=O)=O	1.7

# Part of the list above in a different format.
# Order of results: RAD54 branch	ERAP1 HTS inh	GSIS activator	F508del corr	esBAF inh	ARNT-TACC3 inh	XiGFP reactiv	RAD52 anneal inh
> COc1ccc2c3c(n(C)c2c1)[C@H](CO)N(S(C)(=O)=O)CC31CN(C(=O)c2ccccn2)C1
→ x	-1	18	0.2	x	x	0.1	1
> COC(=O)C[C@H]1CC[C@H]2[C@H](COc3ccc(NC(=O)Nc4c(C)noc4C)cc3C(=O)N2C)O1
→ -7	0	7	-0.3	-5	0	0.0	-5
> CNC(=S)N/N=C/c1cc(C)ccc1C
→ x	2	18	0.7	x	-2	-0.2	-5
> CCOc1ccc(C2C(C(=O)Nc3ccccc3)=C(C)N=c3s/c(=C/c4cccc(OCC(=O)O)c4)c(=O)n32)cc1 (stereo unspecified)
→ x	4	-34	-0.1	x	16	0.0	-38

# (more compounds)
# Codes – A = RAD54 branch; B = ERAP1 HTS inh; C = GSIS activator; D = F508del corr; E = esBAF inh; F = ARNT-TACC3 inh; G = XiGFP reactiv; H = RAD52 anneal inh
mol: O=C(COC(=O)c1ccccc1C(=O)c1ccc(Cl)cc1)NC(c1ccccc1)c1ccccc1
  A = x	B = 0	C = -11	D = 1.7	E = x	F = x	G = 0.0	H = -15

mol: N=c1c2c(n(Cc3ccc([N+](=O)[O-])cc3)c3c1CCC3)CCCC2
  A = x	B = 8	C = 4	D = 3.2	E = x	F = 0	G = -0.1	H = -1

mol: O=C(c1cc([N+](=O)[O-])ccc1Cl)N1CCN(c2ccc([N+](=O)[O-])cc2)CC1
  A = x	B = 4	C = -1	D = -1.6	E = x	F = 3	G = 0.0	H = 5

mol: CCCCn1c(=O)c2ccccc2n2c(=S)[nH]nc12
  A = x	B = 0	C = 62	D = -1.1	E = -10	F = 10	G = 0.0	H = -10

mol: C[C@H]1CN([C@@H](C)CO)S(=O)(=O)c2ccc(-c3ccccc3F)cc2O[C@@H]1CN(C)Cc1ccncc1
  A = 1	B = 0	C = -34	D = 2.2	E = -1	F = -2	G = -0.8	H = 5

mol: CC(=O)c1ccc([C@H]2C[C@@]34CN(C(=O)OC(C)(C)C)S(=O)(=O)[C@H]3C[C@H]2O4)cc1
  A = 10	B = 3	C = -9	D = 2.9	E = 4	F = -9	G = 0.2	H = -10

mol: CN1CCN(S(=O)(=O)c2ccc(Oc3ccc(Br)cc3F)nc2)CC1
  A = -8	B = -2	C = -6	D = 1.4	E = -3	F = -4	G = 0.0	H = -12

mol: CCNC(=O)N1CCN(CCCC(c2ccc(F)cc2)c2ccc(F)cc2)CC1
  A = -30	B = -8	C = x	D = -11	E = -6	F = x	G = 0.1	H = 9

mol: CC(=O)c1c(C)[nH]c(C(=O)Nc2nc(C)cs2)c1C
  A = 10	B = -2	C = x	D = -1.8	E = -70	F = 2	G = 0.6	H = -1

mol: N/C(=N\OC(=O)c1ccncc1)c1cccc([N+](=O)[O-])c1
  A = -2	B = -2	C = 3	D = 0.8	E = 54*	F = 0	G = 0.4	H = -4

mol: COc1ccc(Cl)cc1NC(=O)CSc1ncnc2c1oc1ccccc12
  A = x	B = 0	C = -2	D = -1.9	E = x	F = -1	G = 0.0	H = -2

mol: O=C(O)Cc1sc(N/N=C\c2ccncc2)nc1-c1ccccc1
  A = x	B = 5	C = -36	D = 3.4	E = x	F = 4	G = 0.3	H = -60

mol: CCCN1C[C@@H](C)[C@H](OC)CN(C)C(=O)c2cc(NS(=O)(=O)c3cn(C)cn3)ccc2OC[C@@H]1C
  A = -8	B = -2	C = 9	D = 6.0	E = 0	F = 3	G = 0.0	H = 11

mol: NCCCC[C@H]1CNC(=S)N1CCc1cc(C(F)(F)F)cc(C(F)(F)F)c1
  A = 2	B = -6	C = x	D = 3.7	E = -3	F = -11	G = 0.2	H = 67*

mol: CCc1ccccc1Nc1nn2c(=O)c3ccc(C(=O)NCc4ccccn4)cc3nc2s1
  A = 6	B = -1	C = 4	D = -0.8	E = -14	F = 22	G = 0.0	H = -18

mol: CN(C)CCNC(=O)Cc1ccc([N+](=O)[O-])cc1
  A = x	B = 2	C = 7	D = x	E = x	F = -4	G = 0.0	H = -7

mol: CC(C)NC(=O)N(C)C[C@H]1Oc2ccc(NC(=O)Cn3cnnn3)cc2CC(=O)N([C@H](C)CO)C[C@@H]1C
  A = 11	B = -2	C = 11	D = 1.2	E = -4	F = -12	G = 0.1	H = -1

mol: O=C(N[C@@H]1C=C[C@H](CC(=O)N2CCOCC2)O[C@H]1CO)c1ccccn1
  A = 0	B = -2	C = 15	D = -0.6	E = 2	F = -6	G = 0.4	H = -3

mol: Cc1cccc(NCC(=O)N/N=C\c2cccn2C)c1
  A = -3	B = -2	C = -10	D = 1.2	E = 0	F = 4	G = -0.1	H = -3

mol: Cn1ncc2c(=O)n(CC(=O)NC34CC5CC(CC(C5)C3)C4)cnc21
  A = 1	B = 0	C = 0	D = x	E = -2	F = -3	G = x	H = -8

mol: O=C1CC[C@@H](O)CCN1CC[C@H](Sc1ccccc1)c1ccccc1
  A = 5	B = 1	C = -7	D = 1.2	E = 4	F = -5	G = 0.0	H = -5

mol: Cc1ccc(OCc2nnc(NC(=O)c3ccco3)s2)c(C)c1
  A = 1	B = x	C = 13	D = x	E = 5	F = -5	G = x	H = x

mol: Oc1ccc(C(=S)N2CCCCC2)cc1
  A = 0	B = x	C = 10	D = x	E = -2	F = -3	G = x	H = x

mol: O=C(NCCNC(=O)c1ccccc1Cl)c1ccco1
  A = -10	B = -2	C = 1	D = -2.4	E = -7	F = -3	G = 0.0	H = -7

mol: C[C@H](CO)N1C[C@H](C)[C@H](CN(C)S(=O)(=O)c2ccc(Cl)cc2)OCCCC[C@H](C)Oc2ccc(NC(=O)CCC(F)(F)F)cc2C1=O
  A = 1	B = 3	C = -16	D = 1.1	E = 4	F = 4	G = 0.4	H = 11

mol: CN(Cc1ccc(F)cc1)S(=O)(=O)c1nnc(NC(=O)c2ccccc2Br)s1
  A = 2	B = 2	C = -6	D = -0.6	E = -4	F = -10	G = 0.0	H = -26

mol: O=C(O)CN1C(=O)C(=O)N(Cc2ccccc2F)C1=O
  A = -2	B = 2	C = 7	D = 3.3	E = 9	F = -3	G = 0.0	H = -2

# Bioassay records as filed in PubChem BioAssay.
